Screening data from PubChem.
Lipid storage S3: qHTS Assay for Lipid Storage Modulators in Drosophila S3 Cells | AID 2685 | Drosophila S3 cells, BODIPY lipid droplet fluorescence, 18-24 h; cells fed with added oleic acid | lipid storage change, negative = inhibition, % at the top dose, mostly 46.1 µM; hits show Potency in µM | 320,000 tested, 0.64% active; active = well fitted inhibition curve with a large enough effect in the signal ratio, with a control signal flat, not every such curve was filed as active; inconclusive = small, poorly fitted or top-dose-only effect, or effect the other way, or a change in a side signal; the % refers to the signal ratio
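Laser-scanning cytometry quantifies lipid droplet accumulation (500–530 nm total intensity; droplet/cell object ratio) in oleic acid-fed (400 uM added) Drosophila S3 cells treated with a concentration series. 20 uM Triacsin C defined 100% inhibition.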
Lipid storage S3 cell count max: also measured in Lipid storage S3; calls as there; cell number change, %; measured here: cell count max response;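 cells counted by Cell Tracker Red CMTPX staining in the red channel; peak over a dose series mostly up to 46.1 µM; percent activity relative to internal control wells on each plate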
Starred values were filed as active, the others as inactive; i = inactive; ? = inconclusive; . = no result given. % is set by controls: 0 for no effect and ±100 for the full control effect; potency is the fitted concentration of half-maximal effect. Some of the compounds tested; the hit share may differ from the screen's.

Lipid storage S3 cell count max | Lipid storage S3 | Structure
6.1 | -15.4% | COc1cc(/C=C/CN2CCN(Cc3ccc(C)o3)C(CCO)C2)ccc1O (configuration not stated)
-12.8 | -1.2% | O=C(O)C1CCCN1S(=O)(=O)c1cc(Cl)ccc1Cl (configuration not stated)
8.3 | 4.1% | Cc1ccc(-c2c(C(=O)O)c3ccccc3[nH]c2=O)cc1
. | ? | COc1ccc(N/C=C2\C(=O)CCc3c2oc2cc(Cl)c(O)c(Cl)c32)cc1
-3.8 | -2.0% | O=C(OCc1nnc(-c2ccc(Cl)cc2)o1)C12CC3CC(CC(O)(C3)C1)C2
. | ? | O=C(CSCc1c(F)cccc1Cl)NCCc1ccccc1
17.2 | 5.1% | CCN(Cc1ccc(OC)c(F)c1)C(=O)CCl
. | ? | Cc1c(C(=O)O)nn(-c2cccc(C(F)(F)F)c2)c(=O)c1C#N
. | ? | CN(C(=O)c1cccc(N2C(=O)C3CC=CCC3C2=O)c1)C1CCCCC1 (configuration not stated)
. | ? | Cc1ccc(S(=O)(=O)Nc2cccc(-c3ccc(N4CCCCCC4)nn3)c2)cc1C
7.0 | 8.0% | Cc1ccc(S(=O)(=O)Nc2ccc(C(N)=O)cc2)cc1[N+](=O)[O-]
. | ? | COc1cccc(CNC(=O)c2cccc(S(=O)(=O)N3CCN(C)CC3)c2)c1
-21.8 | -16.1% | O=C(NCc1ccco1)c1cccn2c(=O)c3c4c(sc3nc12)CCCC4
. | ? | CC(CNC(=O)COC(=O)c1cccnc1Cl)c1ccccc1 (configuration not stated)
-50.0 | 7.3% | CC(=O)NCCC(=O)Nc1cc(S(=O)(=O)N2CCOCC2)ccc1N1CCCC1
1.4 | -17.0% | N#CC1=C(N)Oc2cc3ccccc3cc2C1c1cccs1 (configuration not stated)
. | ? | O=C(O)CCSC(=S)N1CCOCC1
. | ? | CC(=NC(C)C)C1=C(O)CCC1=O
. | ? | Cc1ccc(N(CC(=O)N/N=C/c2ccc(OC3CSC3)cc2)S(=O)(=O)c2ccccc2)cc1
-7.8 | 0.1% | CC(=O)Oc1cc2oc(=O)c3c(c2cc1Cl)CCC3
. | ? | O=C(Oc1ccc(-c2cnc3ccccc3n2)cc1)c1ccc(Br)o1
. | ? | CCOC(=O)c1ccccc1NC(=O)COC(=O)C(CCSC)NC(=O)COc1ccccc1 (configuration not stated)
-18.4 | 16.8% | CCOC(=O)c1oc2ccccc2c1NC(=O)COc1cccc(OC)c1
. | i | CCn1c(=N)n(CC(O)c2ccco2)c2ccccc21 (configuration not stated)
. | ? | CCOCCCNC(=O)C1CC(=O)N(CCc2ccccc2)C1 (configuration not stated)
. | ? | C=CCn1c(SCc2ccc(C(=O)OC)cc2)nnc1-c1sc(N)nc1C
. | ? | O=C(CSc1ccc2c(c1)OCCO2)NCc1ccccc1
-24.7 | i | CCN(CC)CCNc1cc(C)c(C#N)c2nc3ccccc3n12
. | ? | O=C(c1cnccn1)N1CCN(S(=O)(=O)c2ccc3ccccc3c2)CC1
4.6 | 21.0% | Cc1ccccc1NC(=O)Cn1nnc(-c2ccc(CN3CCC(C)CC3)cc2)n1
4.7 | -12.8% | C=CCn1c(=O)c2ccc(C(=O)NCc3ccccc3)cc2n(Cc2ccccc2Cl)c1=O
. | ? | Cc1cc(C)cc(NC(=O)C(Sc2nnc(C)c(=O)[nH]2)c2ccccc2)c1 (configuration not stated)
7.4 | i | CCc1nn(C(C)C(=O)NC2CCCCCC2)c(=O)c2cc3occc3n12 (configuration not stated)
. | ? | C/C(=N\NC(=O)CCc1ccccc1)C1C(=O)c2ccccc2C1=O
5.5 | -7.0% | CCN(CC)CCN1C(=O)c2ccccc2NC1c1cccc(F)c1 (configuration not stated)
. | ? | O=C(Nc1ccccc1F)c1cc(S(=O)(=O)N2CCCCC2)cs1
. | ? | COc1ccc(CCNC(=O)C2CCN(S(=O)(=O)c3ccc(OC)cc3)CC2)cc1
. | ? | O=C1c2ccccc2CCc2ccc(Br)cc21
. | ? | CCc1cc2c(=O)c(-c3cnn(-c4ccccc4)c3)c(C)oc2cc1OCC(=O)Nc1cccc(C)c1
. | ? | COCCN(C(=O)CSc1nc2ccccc2c(=O)n1C(C)COC)c1c(N)n(Cc2ccccc2)c(=O)[nH]c1=O (configuration not stated)
. | ? | CC(C)C[C@H](NC(=O)N1CCn2c1nc1ccccc12)C(=O)N[C@@H](Cc1ccccc1)C(=O)O
10.1 | i | COc1ccc(C2C3=C(CCCC3=O)N(CC(=O)O)C3=C2C(=O)CCC3)cc1Cl
. | ? | COc1ccccc1CNC(=O)CN1C(=O)N(C)C2(CCCCC2)C1=O
. | ? | Cn1nc(C(=O)NCc2ccccc2Cl)c2c1-c1ccccc1S(=O)(=O)C2
-3.0 | 4.4% | Cc1nc2c(ncn2-c2ccccc2)c(=O)n1NC(=O)CN1CCN(C)CC1
-8.4 | -6.8% | COc1ccc(C(=O)Nc2ccc(C3CC3(Cl)Cl)cc2)cc1 (configuration not stated)
. | ? | COc1cccc2c(=O)cc(C)n(CC(=O)Nc3ccc(Br)cc3)c12
8.5 | -21.5% | CCOC(=O)/C(C#N)=C/c1c(N2CCN(CC)CC2)nc2c(C)cccn2c1=O
. | ? | CC1CCN(C(=O)COC(=O)c2cc(=O)[nH]c3ccccc23)CC1
1.1 | 13.0% | CCCCCSc1nc2c(c(=O)[nH]c(=O)n2C)n1C(C)C
. | ? | CC1(C)Cc2c(ccc3ccccc23)C2=C(C(=O)N3CCCC3)C(=O)C(=O)N21
1.7 | 1.9% | O=[N+]([O-])c1ccc2[nH]ncc2c1
. | ? | COc1ccc(C(C(=O)NC2CCCC2)N(C(=O)c2snc(C(N)=O)c2N)c2ccccc2OC)cc1OC (configuration not stated)
. | ? | O=C(c1ccccc1)c1cccn1CC(=O)N1CCN(c2ccccc2)CC1
. | ? | COc1ccc(F)cc1S(=O)(=O)NCC1CCCO1 (configuration not stated)
. | ? | CCN(CC)CCCNC(=S)N1CCN(c2nc3ccccc3n2CC)CC1
. | ? | Cn1c(COc2nnc(-c3ccc(Cl)cc3)c3ccccc23)nc2ccccc21
-2.6 | 5.9% | CCC(C)(C)n1nnnc1C(c1ccc(C)cc1)N1CCSCC1 (configuration not stated)
. | ? | CCN1CCN(C(=O)c2cc(S(=O)(=O)N3CCCCC3)ccc2Cl)CC1
10.1 | -13.0% | C/C(=N\NC(=O)COc1ccccc1)c1ccc(O)cc1

In another format: entries from further up
> COc1ccc(C(=O)Nc2ccc(C3CC3(Cl)Cl)cc2)cc1 (configuration not stated)
- Lipid storage S3 cell count max = -8.4
- Lipid storage S3 = -6.8%

> COc1cccc2c(=O)cc(C)n(CC(=O)Nc3ccc(Br)cc3)c12
- Lipid storage S3 cell count max = .
- Lipid storage S3 = ?

> CCOC(=O)/C(C#N)=C/c1c(N2CCN(CC)CC2)nc2c(C)cccn2c1=O
- Lipid storage S3 cell count max = 8.5
- Lipid storage S3 = -21.5%

> CC1CCN(C(=O)COC(=O)c2cc(=O)[nH]c3ccccc23)CC1
- Lipid storage S3 cell count max = .
- Lipid storage S3 = ?

Next records:
Lipid storage S3 cell count max | Lipid storage S3 | Structure
5.0 | 14.1% | COc1ccc(OC)c(S(=O)(=O)N2CCCCC2C(=O)N2CCN(c3ccccn3)CC2)c1 (configuration not stated)
0.9 | -1.3% | CCC(=O)N/N=C(\C)CC(=O)Nc1cccc([N+](=O)[O-])c1
. | ? | CCOC(=O)C(=O)c1c(-c2ccccc2)nc2ccccn12
. | ? | CN1CCN(c2ccc(NC(=O)c3ccc(C(F)(F)F)cc3)cn2)CC1
. | ? | O=C(Cc1ccccc1[N+](=O)[O-])NCc1ccc(Cl)cc1
5.9 | 7.5% | COc1ccc(CN=C(NS(=O)(=O)c2cccs2)SC)cc1
. | 29.0% | FC(F)(F)c1cccc(NC(=S)N2CCCCCC2)c1
-2.8 | -8.4% | CN(C)C(=O)c1ccc(=O)n(Cc2ccc(Cl)cc2Cl)c1
0.6 | 8.7% | O=C(CCc1ccc(S(=O)(=O)NCc2ccccc2)cc1)NCc1ccco1
-6.3 | i | O=C(Nc1cccc(-n2cccn2)c1)C1CCCN(Cc2cccc(F)c2F)C1 (configuration not stated)
0.3 | -1.0% | CCOC(=O)N1CCC2(CC1)C(C#N)=C(N)OC1=C2C(=O)CC(C)(C)C1
. | ? | Nc1c(C(=O)NCc2ccco2)nnn1Cc1ccccc1
. | ? | Cc1ccnc(NC(=O)Nc2cccc(F)c2)c1
. | ? | COc1ccc(NC(=O)CSc2nnc(CNC(=O)c3ccco3)n2-c2ccccc2OC)cc1
. | ? | CCc1ccc(NC(=O)N(CCOC)C2CCN(C(C)=O)CC2)cc1
6.0 | -8.5% | Cc1ccc(CNC(=O)C(OC(=O)c2cccs2)C(C)C)cc1 (configuration not stated)
. | ? | Cc1cc(C)n(-c2ccc(C(=O)N3CCN(S(=O)(=O)c4ccc(Cl)cc4)CC3)cc2)n1
. | ? | Cc1cc(C)n(C(=O)CSc2nc3ccccc3o2)n1
19.5 | 3.6% | Cc1ccc(CNC(=O)CCS(=O)(=O)c2ccc(Cl)cc2)cc1
. | ? | CC1=CC(C)[C@H](/C=N/n2c(=O)[nH]c3c([nH]c4ccc(Br)cc43)c2=O)C(C)C1 (some centres not stated)

Pulled by compound from above:
Lipid storage S3 cell count max | Lipid storage S3 | Structure
5.0 | 14.1% | COc1ccc(OC)c(S(=O)(=O)N2CCCCC2C(=O)N2CCN(c3ccccn3)CC2)c1 (configuration not stated)
. | ? | Nc1c(C(=O)NCc2ccco2)nnn1Cc1ccccc1
. | ? | COc1ccc(NC(=O)CSc2nnc(CNC(=O)c3ccco3)n2-c2ccccc2OC)cc1
6.0 | -8.5% | Cc1ccc(CNC(=O)C(OC(=O)c2cccs2)C(C)C)cc1 (configuration not stated)
0.3 | -1.0% | CCOC(=O)N1CCC2(CC1)C(C#N)=C(N)OC1=C2C(=O)CC(C)(C)C1
5.9 | 7.5% | COc1ccc(CN=C(NS(=O)(=O)c2cccs2)SC)cc1

The list goes on:
Lipid storage S3 cell count max | Lipid storage S3 | Structure
. | ? | CC1=C(C#N)C(c2ccccc2O)C(C#N)=C(C)N1
-4.6 | 4.1% | CCOC(=O)C(O)(CC(=O)c1ccc(OC)cc1)C(F)(F)F (configuration not stated)
. | ? | CC(C)CNC(=O)Nc1ccccc1F
. | ? | Cn1ccnc1SCC(=O)Nc1cccc(C(F)(F)F)c1
. | ? | O=C(C1CCCCN1S(=O)(=O)c1ccccc1[N+](=O)[O-])N1CCOCC1 (configuration not stated)
-7.5 | i | Cn1c(=O)n(C)c2cc(NC(=O)c3ccc(F)cc3)ccc21
. | ? | Cc1[nH]n(-c2ccccc2)c(=O)c1N=Nc1ccccc1C(=O)O
. | ? | Cc1nc2ccc(NC(=O)N3CCN(c4ccccn4)CC3)cc2s1
2.7* | 1.16µM* | Cc1nc(C)c(C(=O)OCC(=O)NCc2ccccc2)s1
10.4 | -22.4% | COCc1ccc(C(=O)N(C)CC2CCCN(CCc3ccccc3F)C2)o1 (configuration not stated)
. | ? | N#CC1=C(N)Oc2ccc3ccc(O)cc3c2C1c1cccnc1 (configuration not stated)
. | 15.8% | CCCCc1c(O)nc2sccn2c1=O
. | ? | COc1ccc(-c2ccc3c(c2)S(=O)(=O)c2cccc(C(=O)NC[C@@H]4CCCO4)c2C3=O)cc1OC
. | ? | CCCOc1ccc(-c2nc(C#N)c(NCC3CCCO3)o2)cc1 (configuration not stated)
. | ? | COc1ccccc1-n1cnnc1SCC(=O)N1CCN(S(=O)(=O)c2ccccc2)CC1
. | ? | CCN(CC)CCN(C(=O)c1ccc2c(c1)CCCC2)c1nc2c(C)cccc2s1
. | ? | CCN1CCN(c2nc(Nc3ccccc3)nc(N)c2[N+](=O)[O-])CC1
. | ? | Cc1cc(C)cc(NC(=O)CCn2cnc3cc(C)c(C)cc32)c1
. | ? | COc1ccc(CCN2CC(C(=O)N(C)Cc3cccnc3)CC2=O)cc1OC (configuration not stated)
. | ? | Cc1ccc(OCC(=O)NC(C)c2ccccc2)cc1C (configuration not stated)
. | ? | C=CCCC(=O)N1CCCC(Cc2cccc(Cl)c2)(C(=O)OCC)C1 (configuration not stated)
3.5 | 4.2% | COc1ccc(OCC(O)CNC(=O)c2sccc2Cl)cc1 (configuration not stated)
13.5 | i | CSc1ccc(S(=O)(=O)Nc2ccc(F)cc2)cc1
. | ? | Cc1ccccc1-n1c(SC(C)C(N)=O)nnc1-c1cccnc1 (configuration not stated)
-22.5 | 8.5% | Cc1cccc(OCCNC(=O)c2cc(-n3cnnc3)ccc2Cl)c1
. | ? | COc1ccc(N(CC(=O)NCCSCc2ccc(C)cc2)S(=O)(=O)c2ccccc2)cc1
1.4 | 1.6% | COc1ccc(Br)cc1CSC(=N)N
. | ? | CCCCNc1c([N+](=O)[O-])ncn1C
9.9 | 5.3% | CC(C)CCC(C(=O)NC(C)c1ccccc1)C(=O)NC(C)c1ccccc1 (configuration not stated)
-14.5 | 23.3% | N#Cc1c(-c2ccco2)cc(-c2cccnc2)nc1N
. | -26.5% | CCCCc1cc(=O)oc2cc(C)cc(OC(C)C(=O)NCc3cccnc3)c12 (configuration not stated)
-3.0 | 3.4% | O=C(CN1C(=O)/C(=C2\SC(=S)N(C3CCS(=O)(=O)C3)C2=O)c2ccccc21)Nc1ccccc1 (configuration not stated)
. | ? | O=C(NCCc1ccccc1)c1oc2ccccc2c1COc1ccccc1
. | ? | O=S(=O)(NCCOc1ccccc1)c1ccc2ccccc2c1
1.0 | 7.0% | c1ccc(CNc2ccccn2)cc1
. | ? | CCN(CC(=O)Nc1c(F)cccc1F)C(=O)c1ccc(-n2cncn2)c([N+](=O)[O-])c1
-4.6 | 14.8% | CCOC(=O)N1CCN(C(=O)CSc2ncnc3ccccc23)CC1
